From PubChem BioAssay
MIN6 prolif: inducers of MIN6 beta-cell proliferation, primary screen, ATP luminescence, uHTS; proliferation, % at 10 µM; MIN6 cells proliferation, ATPlite luminescence, 48 h; cells starved in 0.2% serum; 100% = growth in 10% serum; hit rate 0.29% among 330,000; AID 2380, 2010;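 active = compounds whose signal lies at least 3.5 SD above the mean of all wells on their plate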;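 note: 0% = DMSO-treated cells in low-serum medium and 100% = 10% serum control; some compounds called inactive have numbers as strong as hits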
MPTP block: mitochondrial permeability transition pore inhibitors, primary screen, biochemical, isolated mouse mitochondria, absorbance | Ca2+ swelling absorbance, 30 min | inhibition, % at 10 µM | hit rate 1.4% among 360,000;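 active = inhibition of 50% or more, scaled per plate between neutral and stimulator controls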;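 note: 0% = DMSO wells given calcium and 100% = 1 mM EGTA wells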
hIAP activ: human IAP activators, primary screen, biochemical, luminescence, uHTS. Intestinal-type alkaline phosphatase (Homo sapiens), P09923. purified human IAP, CDP-Star luminescence, 30 min; hits give high values; 1 = vehicle-only enzyme, 0 = enzyme-free background. activation factor at 10 µM. hit rate 0.16% among 330,000. AID 2524, 2010;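 active = activation factor of the enzyme at least 2-fold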; note: the source names both 10 and 20 µM as test concentration; values of inactives mirror those of a sister screen read the other way
Target sequence (P09923 whole entry, looked up): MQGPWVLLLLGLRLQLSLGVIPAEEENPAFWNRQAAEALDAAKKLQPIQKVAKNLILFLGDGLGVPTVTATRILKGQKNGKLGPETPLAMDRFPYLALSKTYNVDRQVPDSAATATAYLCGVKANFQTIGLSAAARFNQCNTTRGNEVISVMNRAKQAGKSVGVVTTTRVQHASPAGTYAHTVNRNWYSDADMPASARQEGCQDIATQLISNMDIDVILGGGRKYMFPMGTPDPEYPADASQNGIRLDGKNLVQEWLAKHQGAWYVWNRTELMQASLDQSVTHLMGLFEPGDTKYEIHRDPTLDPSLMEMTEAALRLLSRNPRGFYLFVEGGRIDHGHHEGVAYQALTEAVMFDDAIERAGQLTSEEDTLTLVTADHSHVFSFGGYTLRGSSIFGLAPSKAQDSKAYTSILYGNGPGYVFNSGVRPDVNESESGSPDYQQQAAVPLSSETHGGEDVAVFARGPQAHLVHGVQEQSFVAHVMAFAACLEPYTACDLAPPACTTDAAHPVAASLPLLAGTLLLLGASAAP
A3G deaminase: APOBEC3G DNA deaminase inhibitors, primary screen, biochemical, fluorescence, single-stranded DNA substrate, uHTS. DNA dC->dU-editing enzyme APOBEC-3G (Homo sapiens), Q9HC16. recombinant A3G, ssDNA deamination FAM/TAMRA fluorescence. inhibition, % at 20 µM. hit rate 0.28% among 330,000. AID 493012, 2011;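 active = inhibition of at least 40% at 20 µM, with no more than 30% in the related APOBEC3A deaminase screen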;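 note: plate controls were DMSO wells with A3G for no effect and wells lacking A3G enzyme for full effect; some compounds called inactive have numbers as strong as hits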
hIAP inh: human IAP inhibitors, primary screen, biochemical, luminescence, uHTS. purified IAP, CDP-Star luminescence, 30 min. Intestinal-type alkaline phosphatase (Homo sapiens), P09923. inhibition, % at 10 µM. AID 2544, 2010. hit rate 0.12% among 330,000;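 active = inhibition reaching a set limit with compound at 10 µM in the primary screen, cut at about 35% in these data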;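 note: plate controls were DMSO wells with enzyme for no effect and no-enzyme buffer wells for full effect; values of inactives mirror those of a sister screen read the other way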
APOBEC3A inh: APOBEC3A ssDNA deaminase inhibitors, primary screen, selectivity assay for APOBEC3G inhibitor project, biochemical, FAM/TAMRA oligo cleavage fluorescence. DNA dC->dU-editing enzyme APOBEC-3A (Homo sapiens), P31941. recombinant A3A, FAM/TAMRA ssDNA deamination fluorescence. inhibition, % at 20 µM. hit rate 0.41% among 330,000. AID 493011, 2011;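 active = at least 40% inhibition at 20 µM here, with at most 30% in a related deaminase screen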;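 note: plate controls were A3A with DMSO for no effect and wells lacking A3A enzyme for full effect; some results filed as inactive read as strong as hits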
mIAP activ: activators of mouse IAP, primary screen, biochemical, luminescence, uHTS. intestinal alkaline phosphatase [Mus musculus]. muIAP, CDP-Star luminescence, 30 min; hits give high values; 1 = vehicle-only enzyme signal, 0 = enzyme-free wells. activation factor at 10 µM. hit rate 0.24% among 330,000;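 active = activation factor of at least 2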; note: the source names both 10 and 20 µM as test concentration; values of inactives mirror those of a sister screen read the other way
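also added = chemiluminescent substrate CDP-Star | test system = mouse IAP enzyme | signal = chemiluminescence readout | compound = DMSO-dissolved test compounds | incubation = 30 min at room temperature | benchmarks = DMSO wells, no-enzyme wells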
ATG4B inh: ATG4B protease inhibitors, primary screen, biochemical, fluorescence, uHTS; ATG4B cleavage of LC3-PLA2, NBD-HPC fluorescence, 1 h; inhibition, % at 8.33 µM; Cysteine protease ATG4B (Homo sapiens), Q9Y4P1; hit rate 0.51% among 340,000; in the data active = inhibition above about 40%
Target sequence (Q9Y4P1 whole entry, looked up): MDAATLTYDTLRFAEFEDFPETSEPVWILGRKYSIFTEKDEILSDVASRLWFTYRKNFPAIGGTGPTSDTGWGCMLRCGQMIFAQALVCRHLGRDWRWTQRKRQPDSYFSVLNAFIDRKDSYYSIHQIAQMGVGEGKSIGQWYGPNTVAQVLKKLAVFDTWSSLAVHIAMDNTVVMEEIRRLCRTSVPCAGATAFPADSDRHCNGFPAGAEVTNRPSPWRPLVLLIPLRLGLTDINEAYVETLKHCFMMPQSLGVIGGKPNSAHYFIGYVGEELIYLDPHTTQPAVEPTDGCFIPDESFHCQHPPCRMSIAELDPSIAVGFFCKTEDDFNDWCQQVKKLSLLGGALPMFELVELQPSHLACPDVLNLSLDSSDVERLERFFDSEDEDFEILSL
mIAP inh: inhibitors of mouse IAP, primary screen, biochemical, luminescence, uHTS. purified mouse IAP, CDP-Star luminescence, 30 min. inhibition, % at 10 µM. hit rate 0.2% among 330,000. AID 2806, 2010;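 active = inhibition of at least 40% at 10 µM in the primary screen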;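 note: plate controls were DMSO with enzyme for no effect and no enzyme wells for full effect; values of inactives mirror those of a sister screen read the other way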
* marks the source's active call; other numbers are inactive results; / = no result given.

SMILES	MIN6 prolif	MPTP block	hIAP activ	A3G deaminase	hIAP inh	APOBEC3A inh	mIAP activ	ATG4B inh	mIAP inh
CN1C(=O)C(C)(C)c2cc(S(=O)(=O)NCCc3ccc(Cl)cc3)ccc21	-3	-0.4	0.87	-2	13	-3	0.92	-10	8
Cc1ccc(-n2ncc3c(NCc4ccccn4)ncnc32)c(C)c1	0	-1.7	0.96	-5	4	-2	0.86	4	14
N#CCC(=O)Nc1ccc(C(=O)OCC(=O)NC(=O)Cc2ccccc2)cc1	3	2.4	0.99	-8	0	0	0.99	-1	1
COc1ccccc1/C=C/C=N/NC(=O)c1ccc(=O)n(C)c1	2	-0.1	1.1	-3	-10	-2	0.91	-5	9
CCOc1cc2nc(-c3ccc(OC)c(OC)c3)nc(NCCCN3CCOCC3)c2cc1OC	-6	-0.6	1.1	-3	-6	0	1.1	-20	-8
CC1=NNC(=O)C1CC(=O)N/N=C/C(C)=C/c1ccccc1 (stereo not given)	-3	1.3	0.97	-3	3	1	1	-6	-2
O=C(NC(=S)NCc1cccnc1)c1ccccc1[N+](=O)[O-]	-2	-0.2	0.98	1	2	-2	1	-6	-2
Cc1cccc(C)c1OCCN1C(=O)NC(C)(c2ccccc2)C1=O (stereo not given)	-2	0.0	0.83	-8	17	0	0.97	12	3
Cc1cc2c(c(C)c1CCO[C@@H]1O[C@H](CO)[C@@H](O)[C@H](O)[C@H]1O)C(=O)[C@@H](C)[C@@H]2O	-6	0.4	1.1	-1	-6	-1	0.99	-2	1
Cc1ccccc1NC(=S)NC(C)CCc1ccccc1 (stereo not given)	0	-12	0.91	0	9	-3	1.3	10	-28
Cc1cnccc1CN(C)C(=O)C1CCC(=O)N(Cc2ccccc2F)C1 (stereo not given)	2	-1.8	1	-2	0	-2	1	-2	-3
CCN(CC)S(=O)(=O)c1ccc(-c2nnc(SCC(=O)N3CCc4ccccc43)o2)cc1	-4	1.9	0.9	-7	10	-3	0.95	4	5
Cc1c(CC(=O)O)c(=O)oc2cc(OCc3ccc(F)cc3F)ccc12	-3	-1.3	0.92	-7	8	-3	0.99	-7	1
COC(=O)c1ccc(CNC(=O)CSc2nnc(COc3ccccc3)n2C)o1	-1	-4.8	1.1	-11	-11	-4	0.92	-1	8
Cc1nc(SCc2nc3ccccc3[nH]2)c2oc3cc(Br)ccc3c2n1	-5	9.7	1.2	-5	-20	-2	0.83	-11	17
Cc1ccccc1NC(=S)Nc1cccc2cnccc12	-2	3.2	1	-2	-4	1	0.94	-5	6
CCn1cc(C(=O)N2CCN(c3ccc(OC)cc3)CC2)c(=O)c2cc(S(=O)(=O)N3CCCCC3)ccc21	-1	-1.5	0.99	-4	1	-2	1.1	-10	-11
CCN1C(=O)[C@H]2[C@H]3CN=C(SCc4ccc(Cl)cc4)N3[C@@](C)(C(=O)OC)[C@H]2C1=O	/	0.1	/	1	/	0	1	0	-3
O=C(CC1Sc2ccccc2NC1=O)OCc1cc(=O)oc2cc(O)ccc12 (stereo not given)	-2	2.6	0.96	2	4	9	0.87	19	13
COc1cccc(CN2CCNC(=O)C2CC(=O)N(C)CC2CCOCC2)c1OC (stereo not given)	2	0.3	1	-7	-4	-3	0.94	-3	6
CCOC(=O)N1CCN(C(=O)Cn2nc(C)n3nc(-c4ccccc4)cc3c2=O)CC1	-4	-0.9	1.3	-6	-28	-6	1.1	6	-13
COc1ccccc1C(=O)NC(=O)COC(=O)c1ccc([N+](=O)[O-])cc1Cl	-3	-0.3	0.84	-5	16	0	0.95	-3	5
Cc1cc(NC(=O)CCC(=O)NNC(=O)c2ccc(C(C)(C)C)cc2)no1	-2	0.6	1	-4	-4	-4	0.87	-1	13
COc1ccc(C)cc1S(=O)(=O)N(CC(N)=O)Cc1ccccc1	-1	-0.7	1.1	-5	-15	-3	1.1	-5	-5
CSc1nnc(CNC(=O)c2ccccc2)n1-c1cccc(C)c1	2	2.2	1.1	-11	-6	-3	1.1	-12	-7
Cc1ccc(-n2ncc3c(NNC(=O)c4ccco4)ncnc32)cc1C	0	-1.4	2.5*	-10	-148	-3	0.94	-4	6
COCCN1CN(S(=O)(=O)c2ccc(Cl)cc2)c2nc3ccccc3nc21	-1	0.1	0.92	-6	8	0	1.1	-5	-7
COc1ccccc1/C=C/C=N/NC(=O)CCn1nnc2ccccc21	-2	1.2	1.1	-7	-11	1	0.94	-15	6
Cc1cc(C)c(S(=O)(=O)N2CCN(C(=O)c3cccs3)CC2)c(C)c1	-1	0.3	0.88	-7	12	-4	0.95	-1	5
COc1ccc(C)cc1NC(=S)NC12CN3CN(CN(C3)C1)C2	0	/	1	-18	0	-7	1	/	-2
CCOC(=O)c1nc2sc3c(c2c(=O)[nH]1)CCCC3	3	-1.6	1.3	-1	-28	3	0.88	-6	12
Cc1ccc(C(=O)N(CN2CCCC2=O)c2ccc(F)cc2)cc1	1	2.9	0.96	-11	4	-2	1.1	-10	-9
COc1ccc(OC)c(NC(=O)C2CCN(c3cc(-c4ccccc4)nc4ncnn34)CC2)c1	3	1.4	0.85	-8	15	2	0.99	-8	1
Cc1nccn1-c1cc(C(C)(C)C)nc2c(-c3ccccc3)cnn12	-5	-2.2	1	4	0	0	0.99	-14	1
CC(=O)c1ccccc1OC(=O)COc1ccc(Cl)cc1C	-1	/	0.98	-4	2	-1	0.97	7	3
Nn1c(SCC(=O)N2CCOCC2)nnc1C1CC1	-2	0.4	0.88	-5	12	5	0.98	-16	2
CC(Oc1cccc(Cl)c1)C(=O)Nc1nc(-c2ccccn2)cs1 (stereo not given)	-7	-0.8	1.1	-5	-14	0	0.89	9	11
Cc1ccc(S(=O)(=O)N2CCC(C)CC2)cc1C(=O)NCc1ccccn1	-1	-0.4	1.1	0	-13	4	1.1	7	-7
CN(C)/C=C/C(=O)c1cnc(-c2ccccc2Cl)s1	2	-0.7	1.1	-8	-5	-8	1.1	-8	-10
C=CCOc1ccccc1/C=N/O	2	-0.2	0.8	-5	20	-1	0.93	-5	7
CC1CN(S(=O)(=O)c2ccc(C(=O)O)cc2)CC(C)O1 (stereo not given)	2	-1.5	0.9	-3	10	-1	1.1	1	-14
COC(=O)COc1cc(Br)c(/C=C2/SC(=O)N(CC(=O)N3CCCC3)C2=O)cc1OC	-5	0.3	0.97	2	3	4	1	-12	-4
COc1ccccc1C(=O)NCc1n[nH]c(=S)n1Cc1ccccc1	-2	-2.4	0.91	17	9	-3	1.1	-2	-9
O=C(O)c1cccc2c1C(=O)N(Cc1ccncc1)C2	1	-0.7	1.1	-6	-10	-3	1	9	-4
CCOc1ccc(CCNC(=O)COC(=O)/C=C/c2ccc(C)o2)cc1OCC	4	-0.1	1.2	-5	-16	-3	0.96	-3	4
CCOC(=O)c1sc2nc3n(c(=O)c2c1C)CCC3	1	-0.8	1.1	-2	-13	-1	1	-9	-1
COc1ccccc1OCC(=O)Nc1nc(-c2ccc(S(=O)(=O)N3CCOCC3)cc2)cs1	-1	-1.6	1.1	-5	-11	-2	1	-10	-5
CCOCCCNC(=O)c1ccc(CS(=O)(=O)c2cccc(C(F)(F)F)c2)o1	0	-0.3	1.1	-7	-7	-4	1	-4	-5

Single records, as listed above.
Cc1ccc(S(=O)(=O)N2CCC(C)CC2)cc1C(=O)NCc1ccccn1 is listed with MIN6 prolif: -1; MPTP block: -0.4; hIAP activ: 1.1; A3G deaminase: 0; hIAP inh: -13; APOBEC3A inh: 4; mIAP activ: 1.1; ATG4B inh: 7; mIAP inh: -7
COc1ccccc1C(=O)NCc1n[nH]c(=S)n1Cc1ccccc1 is listed with MIN6 prolif: -2; MPTP block: -2.4; hIAP activ: 0.91; A3G deaminase: 17; hIAP inh: 9; APOBEC3A inh: -3; mIAP activ: 1.1; ATG4B inh: -2; mIAP inh: -9

More results follow.
SMILES	MIN6 prolif	MPTP block	hIAP activ	A3G deaminase	hIAP inh	APOBEC3A inh	mIAP activ	ATG4B inh	mIAP inh
CC1C(=O)C(C)(C)C(=O)OC1c1ccccc1 (stereo not given)	-1	3.1	1.7	-4	-66	6	0.93	-2	7
COc1ccc(OCc2cc(C(=O)N3C[C@@H](C)O[C@@H](C)C3)no2)c(Cl)c1	0	0.4	1.1	-11	-9	-1	1.1	4	-11
COC(=O)c1ccc(C23CC4(C2)[C@H](CN(Cc2cccnc2)[C@@H]4c2ccccc2)C3c2ccc(C(F)(F)F)cc2)cc1 (stereo not given in full)	-8	/	0.93	-4	7	-1	0.92	-6	8
CCCCN1C(=O)CC(C(=O)OCC)=C1C	-3	-0.7	1.1	-8	-12	0	1	5	0
Cc1nc2sccn2c(=O)c1S(=O)(=O)Nc1cccc(Cl)c1C	-5	-0.8	0.89	-3	11	-4	0.94	-17	6
Cc1cc(C(=O)O)ccc1-n1c(C)cc(/C=C(/C#N)C(=O)Nc2ccccc2)c1C	-4	-3.7	1	11	-2	9	1.1	7	-12
COc1ccc(C(=O)OCC(=O)c2c[nH]c3ccccc23)cc1OC	-1	-1.3	1	-1	-4	2	1	5	-1
COC(=O)Nc1ccc(Cn2cc(C(F)(F)F)ccc2=O)cc1	-2	0.5	0.94	-6	6	-2	1.1	7	-6
CN(c1cccc(NC(=O)CN(c2cccc(F)c2)S(C)(=O)=O)c1)S(C)(=O)=O	-3	-2.1	1.2	-1	-24	0	1.1	4	-8

6 entries from above, set out differently:
compound | MIN6 prolif | MPTP block | hIAP activ | A3G deaminase | hIAP inh | APOBEC3A inh | mIAP activ | ATG4B inh | mIAP inh
Cc1ccc(-n2ncc3c(NCc4ccccn4)ncnc32)c(C)c1 | 0 | -1.7 | 0.96 | -5 | 4 | -2 | 0.86 | 4 | 14
N#CCC(=O)Nc1ccc(C(=O)OCC(=O)NC(=O)Cc2ccccc2)cc1 | 3 | 2.4 | 0.99 | -8 | 0 | 0 | 0.99 | -1 | 1
COc1ccccc1/C=C/C=N/NC(=O)c1ccc(=O)n(C)c1 | 2 | -0.1 | 1.1 | -3 | -10 | -2 | 0.91 | -5 | 9
CCOc1cc2nc(-c3ccc(OC)c(OC)c3)nc(NCCCN3CCOCC3)c2cc1OC | -6 | -0.6 | 1.1 | -3 | -6 | 0 | 1.1 | -20 | -8
CC1=NNC(=O)C1CC(=O)N/N=C/C(C)=C/c1ccccc1 (stereo not given) | -3 | 1.3 | 0.97 | -3 | 3 | 1 | 1 | -6 | -2
O=C(NC(=S)NCc1cccnc1)c1ccccc1[N+](=O)[O-] | -2 | -0.2 | 0.98 | 1 | 2 | -2 | 1 | -6 | -2
